Bim-Bcl-2: inhibitors of Bim-Bcl-2 interaction, human | 0.06% of 190,000 active | P10415 | Bead-based flow cytometry, Bim peptide-Bcl-2 binding | AID 950 | inhibition, % at 10 µM; in the data active = inhibition above about 40%; inconclusive = no clear call, values can overlap the other calls;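 also: 0% = no compound wells with probe peptide and 100% = reference peptide inhibitor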
Target sequence (P10415 whole entry, looked up): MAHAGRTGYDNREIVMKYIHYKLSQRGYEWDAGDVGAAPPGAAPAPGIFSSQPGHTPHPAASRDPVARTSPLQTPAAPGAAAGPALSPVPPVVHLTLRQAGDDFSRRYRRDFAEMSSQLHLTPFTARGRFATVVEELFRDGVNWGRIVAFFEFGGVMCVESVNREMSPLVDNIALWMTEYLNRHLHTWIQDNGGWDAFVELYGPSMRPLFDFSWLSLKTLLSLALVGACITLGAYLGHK
RGS4-Gao reg: human RGS4-Galphao interaction regulation | P09471 | Multiplexed bead flow cytometry, RGS4-Galphao binding; actives lie on both sides | binding response (% of control), % at 10 µM | 0.33% of 220,000 active; in the data active = binding response below about 49% or above about 150%; inactive = in between;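 also: fluorescent Galphao activated with aluminum fluoride binding bead-coupled RGS4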
Target sequence (P09471 whole entry, looked up): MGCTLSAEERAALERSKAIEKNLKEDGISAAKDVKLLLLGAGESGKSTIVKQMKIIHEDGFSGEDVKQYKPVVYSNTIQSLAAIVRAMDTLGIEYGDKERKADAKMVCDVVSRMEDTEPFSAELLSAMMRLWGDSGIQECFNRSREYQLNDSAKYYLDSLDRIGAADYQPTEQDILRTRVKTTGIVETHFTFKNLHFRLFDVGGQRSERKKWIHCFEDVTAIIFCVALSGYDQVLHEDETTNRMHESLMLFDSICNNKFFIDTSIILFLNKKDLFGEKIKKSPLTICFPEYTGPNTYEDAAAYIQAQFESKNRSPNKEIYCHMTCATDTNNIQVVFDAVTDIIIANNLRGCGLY
Bim-Mcl-1: disrupts Bim peptide binding to human Mcl-1; 0.1% of 190,000 active; AID 1009; inhibition, % at 10 µM; Q07820; Bead-based flow cytometry, Bim peptide-Mcl-1 binding;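 also: 0% = no compound tracer wells and 100% = peptide blocker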
RGS7-Gao reg: human RGS7-Galphao interaction regulation | Multiplexed bead flow cytometry, RGS7-Galphao binding; actives lie on both sides | binding response (% of control), % at 10 µM | 0.35% of 220,000 active | AID 1439; in the data active = binding response below about 49% or above about 150%; inconclusive = no clear call, values can overlap the other calls; inactive = in between;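 also: fluorescent Galphao held in activated GDP-AlF4 state binding bead-coupled RGS7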
Mcl1-Bid inh: Mcl-1/Bid interaction inhibition. AID 1021. 0.97% of 220,000 active. inhibition, % at 21.7 µM. TR-FRET Mcl-1/Bid-Dy647 peptide binding, 1536-well. Q07820;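 active = compounds that cut the binding signal by more than half at the single screening dose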;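 also: His-tagged Mcl-1 with europium anti-His antibody binding Bid BH3 peptide; 0% = Mcl-1 plus peptide wells and 100% = peptide-only wells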
GSH fluor: compound fluoresces at 488/530 nm on GSH beads | AID 1776 | GSH beads flow cytometry, compound fluorescence 488/530 nm; stronger effect = higher value | fluorescence (KMESF) at 10 µM | 0.25% of 190,000 active; in the data active = fluorescence above about 89;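 also: glutathione beads carrying GST-tagged Bcl family fusion proteins plus one bare bead set; values are compound well signal with DMSO vehicle wells as background; inactives centre near 16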
Bim-Bcl-W: disrupts Bim peptide binding to human Bcl-W | Q92843 | inhibition, % at 10 µM | 0.02% of 190,000 active | bead-based flow cytometry;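 also: 0% = bound tracer without compound and 100% = peptide blocker; higher means less fluorescent Bim peptide bound to Bcl-W beads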
Target sequence (Q92843 whole entry, looked up): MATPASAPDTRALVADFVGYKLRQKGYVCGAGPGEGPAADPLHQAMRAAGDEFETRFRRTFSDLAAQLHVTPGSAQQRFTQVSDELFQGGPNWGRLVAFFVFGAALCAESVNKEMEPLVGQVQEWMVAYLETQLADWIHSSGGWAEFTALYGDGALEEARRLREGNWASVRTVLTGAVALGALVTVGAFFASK
RGS8-Gao reg: modulates binding of RGS8 to human Galphao; P09471; 0.34% of 220,000 active; response (percent of control binding), % at 10 µM; multiplexed bead flow cytometry; actives lie on both sides; in the data active = response below about 60% or above about 140%; inactive = in between;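 also: Galphao activated as the GDP aluminium fluoride complex binding bead-coupled RGS8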
Bcl-XL Bim block: human Bim-Bcl-XL interaction inhibition | Bim peptide-Bcl-XL binding, bead flow cytometry, fluorescence | AID 1007 | Q07817 | 0.04% of 190,000 active | inhibition, % at 10 µM
Target sequence (Q07817 whole entry, looked up): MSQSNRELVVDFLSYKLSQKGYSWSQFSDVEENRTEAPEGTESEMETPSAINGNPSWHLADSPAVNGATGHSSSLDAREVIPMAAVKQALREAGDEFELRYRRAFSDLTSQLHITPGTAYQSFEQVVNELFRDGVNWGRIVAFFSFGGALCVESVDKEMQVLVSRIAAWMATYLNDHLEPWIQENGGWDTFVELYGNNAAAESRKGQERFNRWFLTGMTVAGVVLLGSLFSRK
Bcl-B Bim block: human Bim-Bcl-B interaction inhibition | Q9HD36 | bead-based flow cytometry, Bim peptide-Bcl-B binding | inhibition, % at 10 µM | 0.073% of 190,000 active;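 also: 0% = tracer peptide without compound and 100% = reference inhibitor peptide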
Bim-Bfl-1: inhibitors of Bim-Bfl-1 interaction, human | Q16548 | Bead-based flow cytometry, Bim-Bfl-1 binding inhibition | inhibition, % at 10 µM | 0.12% of 190,000 active;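 also: 0% = wells without compound plus tracer and 100% = blocker peptide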
* marks the source's active call; other numbers are inactive results; ? = inconclusive. Rule as the data show it, unless noted: active = inhibition above about 40%. Compounds as they come; overall some 1.8% were active at least once.

1: O=C(Nc1ccc2c(c1)OCCO2)C1CCCN(S(=O)(=O)Cc2ccccc2)C1 (stereo not drawn)
2: COc1cc(Cl)c(C)cc1NC(=O)CSc1nnc(CCC(=O)O)c(=O)[nH]1
3: COc1ccc(C2C(C(=O)NCc3ccco3)c3ccccc3C(=O)N2C)cc1 (stereo not drawn)
4: O=C1CC(c2ccccc2)C(C(=O)Nc2ccccc2F)N1 (stereo not drawn)
5: COc1ccc(C(=O)Nc2cc(OC)ccc2OC)cc1
6: CN(C)c1ccc(C2NCCS2)cc1 (stereo not drawn)
7: O=C(NC1CCS(=O)(=O)C1)Oc1ccccc1 (stereo not drawn)
8: CC1CCCC(C)N1NC(=O)c1cccc(S(=O)(=O)N2CCc3ccccc32)c1 (stereo not drawn)

Assay by compound,1,2,3,4,5,6,7,8
Bim-Bcl-2,0,-4,-2,-1,-1,-6,0,-1
RGS4-Gao reg,101,93,98,103,102,15*,103,100
Bim-Mcl-1,3,0,1,-4,-2,-5,-2,-1
RGS7-Gao reg,98,94,97,97,107,27*,104,101
Mcl1-Bid inh,-9,-20,-22,1,-34,-50,-24,-5
GSH fluor,56,27,10,13,16,11,38,15
Bim-Bcl-W,1,0,0,-5,0,-3,-1,0
RGS8-Gao reg,103,96,100,102,104,47*,94,99
Bcl-XL Bim block,1,-2,-1,-3,0,0,-9,-3
Bcl-B Bim block,-1,-1,2,-3,-1,0,2,-4
Bim-Bfl-1,-7,-5,-1,-3,-1,-2,-4,-6

9: O=C(c1ccc2c(c1)OCO2)N1CCCC1
10: CCOC(=O)c1c(-c2ccccc2)cn2c(C)cc(C)nc12
11: CCOc1ncccc1C(=O)N1CCN(c2cccc(C)c2C)CC1
12: CCCCc1ccc(NC(=S)NCCc2ccc(F)cc2)cc1
13: COc1ccc(S(=O)(=O)NC(CC(=O)NCc2ccco2)C(C)C)cc1 (stereo not drawn)
14: O=C(OC[C@@H]1CCCN2CCCC[C@H]12)c1cc2ccccc2oc1=O
15: CC1(C)CC(=O)c2c(-c3cccs3)n[nH]c2C1
16: Cc1ccc(NC(=O)N2CCc3ccccc3C2)cc1

Assay by compound,9,10,11,12,13,14,15,16
Bim-Bcl-2,-4,-7,-3,-4,-9,-1,-1,-11
RGS4-Gao reg,97,98,92,74,99,98,95,97
Bim-Mcl-1,-5,1,-3,-3,0,-6,-3,1
RGS7-Gao reg,101,?,91,99,100,100,98,100
Mcl1-Bid inh,-2,-10,-14,-16,-8,24,-29,-10
GSH fluor,19,15,11,15,34,12,12,14
Bim-Bcl-W,-3,-2,0,-4,1,-3,-5,2
RGS8-Gao reg,99,99,95,88,100,91,91,100
Bcl-XL Bim block,-2,-4,0,-1,-5,-8,-5,-2
Bcl-B Bim block,-4,-3,-1,-8,-6,-5,-1,-9
Bim-Bfl-1,-3,-6,0,-2,-7,3,-6,-12

17: COc1ccc([N+](=O)[O-])cc1NC(=O)C(C)N1CCN(C(=O)c2ccco2)CC1 (stereo not drawn)
18: COc1cccc(-c2csc(N3CCN(C(=O)Nc4ccccc4Cl)CC3)n2)c1
19: O=C1C2C3C=CC(C2C(=O)N1c1ccccc1O)C1C2C(=O)N(c4ccccc4O)C(=O)C2C31 (stereo not drawn)
20: O=C(CSCc1ccccc1)Nc1nccs1
21: CC(C)C(NC(=O)c1ccccc1NC(=O)c1ccco1)C(=O)O (stereo not drawn)
22: Nc1nnc(SCC(=O)NCCOc2ccccc2)s1
23: COc1cc(S(=O)(=O)N2CCN(C(=O)c3ccccc3F)CC2)c(OC)cc1NC(C)=O
24: COc1ccc(N2CCN(c3oc(-c4ccccc4OC)nc3C#N)CC2)cc1

Assay by compound,17,18,19,20,21,22,23,24
Bim-Bcl-2,-1,-5,0,-2,0,2,1,-2
RGS4-Gao reg,94,98,99,101,105,103,109,101
Bim-Mcl-1,0,-2,-1,3,4,0,0,-6
RGS7-Gao reg,95,98,98,100,102,105,104,99
Mcl1-Bid inh,2,-32,-18,-31,8,-9,-17,-36
GSH fluor,14,9,69,15,18,24,25,14
Bim-Bcl-W,0,0,-2,0,1,1,-1,-2
RGS8-Gao reg,96,100,101,97,109,100,107,97
Bcl-XL Bim block,0,-3,-2,0,-5,-1,-7,-4
Bcl-B Bim block,-1,-8,0,0,-2,-2,0,-8
Bim-Bfl-1,8,-2,-2,0,-8,1,2,0

25: Cc1ccc(C(=O)c2ccccc2C(=O)OCC(=O)NC(C)(C)C)cc1
26: Cc1ccc(OCC(=O)N2N=C(c3cccnc3)CC2(O)C(F)(F)F)cc1C (stereo not drawn)
27: COCCn1c(-c2cccc([N+](=O)[O-])c2)nc2c1c(=O)[nH]c(=O)n2Cc1ccccc1
28: CCOCCCNC(=O)C(C)NS(=O)(=O)c1ccc(C)cc1 (stereo not drawn)
29: CCOc1ccccc1C(=O)N1CCC(n2nnc3cc(C)ccc32)CC1
30: CC1(CCC#N)N=C(SCCC#N)N(c2ccccc2)C1=O (stereo not drawn)
31: Clc1cc2c(c(Cn3cnc4ccccc43)c1)OCOC2
32: Cc1cc(C)n(CC(=O)N/N=C/c2ccc3c(c2)OCO3)n1

Assay by compound,25,26,27,28,29,30,31,32
Bim-Bcl-2,-2,-6,-5,-9,-4,-1,3,1
RGS4-Gao reg,102,99,101,101,100,95,97,99
Bim-Mcl-1,0,-3,-3,-2,0,0,-2,0
RGS7-Gao reg,?,100,99,105,99,92,97,96
Mcl1-Bid inh,-15,4,-22,-1,-29,-21,-10,-11
GSH fluor,18,15,9,36,11,4,18,6
Bim-Bcl-W,2,-2,-4,-1,2,1,-7,0
RGS8-Gao reg,100,101,105,100,100,96,97,101
Bcl-XL Bim block,-4,-3,-3,4,0,-1,-8,0
Bcl-B Bim block,0,-9,-8,-10,-7,0,0,-2
Bim-Bfl-1,-2,-13,-14,-13,-11,-1,-2,0

33: COc1ccc(CN2CCCCC2C(=O)Nc2ccc(OC)c(OCC(C)C)c2)cc1OC (stereo not drawn)
34: CSc1ccc(CN2CCC(C(=O)NCc3ccc(C)cc3)CC2)cc1
35: Cc1ccc(NS(=O)(=O)c2cc(C(=O)N3CCN(C)CC3)ccc2C)cc1
36: CCOC(=O)C1CCN(C(=O)CNS(=O)(=O)c2cccs2)CC1
37: O=C(NCC(=O)N(Cc1cccs1)C(C(=O)NC1CCCC1)c1ccncc1)c1ccco1 (stereo not drawn)
38: CCCCOC(=O)C(C)c1c(C)[nH]c(=S)[nH]c1=O (stereo not drawn)
39: Cc1ccc(Sc2nc3c(c(=O)[nH]c(=O)n3C)n2CCc2ccccc2)cc1
40: O=C(NCc1ccccc1)c1cccc(NC(=O)c2ccco2)c1

Assay by compound,33,34,35,36,37,38,39,40
Bim-Bcl-2,0,-1,-3,0,-9,-6,-4,-7
RGS4-Gao reg,92,100,89,99,99,98,101,101
Bim-Mcl-1,-5,0,-3,-1,-1,0,0,-6
RGS7-Gao reg,96,99,102,99,101,100,98,98
Mcl1-Bid inh,-5,50*,-13,-15,-29,-16,-11,0
GSH fluor,41,9,29,10,34,23,25,14
Bim-Bcl-W,0,0,-1,0,0,0,2,-4
RGS8-Gao reg,94,98,97,99,101,101,100,100
Bcl-XL Bim block,-4,-1,0,0,-7,-3,-2,-8
Bcl-B Bim block,-5,-4,0,0,-11,-7,-6,-9
Bim-Bfl-1,0,-7,-1,1,-8,-16,-9,-8

41: COC(=O)C1C(c2ccc(OC)cc2)NC(=O)NC1(O)C(F)(F)Cl (stereo not drawn)
42: Cc1ccnc(NC2CCCCC2)c1
43: CCOCCCn1c(SC(C(=O)Nc2cc(C)ccc2C)c2ccccc2)nnc1-c1ccc(Cl)cc1 (stereo not drawn)
44: COc1ccc(OCc2nnc(SCC(=O)NNC(=O)c3ccc(C)cc3)n2C)cc1
45: COc1ccc(-n2c(=O)cc(N3CCN(c4ccccc4OC)CC3)[nH]c2=O)cc1
46: CCn1c(CCNC(=O)c2cccs2)n[nH]c1=S
47: Cc1ccc(C(CC(=O)O)Nc2nc(N3CCCCC3)nc(N3CCCCC3)n2)cc1 (stereo not drawn)
48: Cc1ccc(C(=O)N2CCN(c3ccc(NC(=S)NC(=O)c4cccs4)cc3)CC2)cc1

Assay by compound,41,42,43,44,45,46,47,48
Bim-Bcl-2,2,1,-1,-6,3,-10,-5,-1
RGS4-Gao reg,101,109,98,103,95,105,101,102
Bim-Mcl-1,1,0,-10,-3,-3,-3,-1,-2
RGS7-Gao reg,103,108,98,102,96,103,99,92
Mcl1-Bid inh,-2,-8,-10,-19,-39,-38,51*,-32
GSH fluor,15,8,15,10,36,17,11,10
Bim-Bcl-W,3,-4,-10,-3,-1,-7,2,0
RGS8-Gao reg,103,130,98,100,94,99,104,100
Bcl-XL Bim block,-4,-1,-16,-7,-9,-10,-5,2
Bcl-B Bim block,-4,2,-4,-4,0,-13,-6,-4
Bim-Bfl-1,-5,3,1,-5,0,-12,-8,-3

49: CSCC[C@H](NC(=O)c1ccc(Cl)c(S(=O)(=O)N2CCCC2)c1)c1nc2ccccc2[nH]1
50: C(=C\c1ccccc1)/CSc1ccccn1
51: CCOC(=O)N1CCN(c2c(NCCc3ccccc3)c(=O)c2=O)CC1
52: CC(=O)c1ccc(NC(=O)/C=C/c2ccc(C)cc2)cc1
53: O=C1COc2ccc(-c3csc(NCCc4ccccc4)n3)cc2N1
54: Cc1cc(N)n2ncc(-c3cccc(Br)c3)c2n1
55: Cc1ccc(N2CCN(C(=O)Nc3cccc([N+](=O)[O-])c3)CC2C)cc1 (stereo not drawn)

Assay by compound,49,50,51,52,53,54,55
Bim-Bcl-2,-2,-2,-5,-2,-2,-6,-3
RGS4-Gao reg,98,101,99,104,98,101,103
Bim-Mcl-1,0,-2,3,-4,-6,0,0
RGS7-Gao reg,102,98,98,104,?,103,102
Mcl1-Bid inh,-8,-5,-14,-6,20,-10,-34
GSH fluor,12,10,13,4,18,5,9
Bim-Bcl-W,0,-3,-1,-1,-5,2,0
RGS8-Gao reg,101,102,98,103,97,102,103
Bcl-XL Bim block,0,-3,-5,-6,-7,-6,-1
Bcl-B Bim block,-1,-5,-2,-4,-11,-7,-1
Bim-Bfl-1,0,-7,-7,-2,-6,-14,-3

Record cards, as listed above. Order of values: Bim-Bcl-2	RGS4-Gao reg	Bim-Mcl-1	RGS7-Gao reg	Mcl1-Bid inh	GSH fluor	Bim-Bcl-W	RGS8-Gao reg	Bcl-XL Bim block	Bcl-B Bim block	Bim-Bfl-1
`CC(=O)c1ccc(NC(=O)/C=C/c2ccc(C)cc2)cc1` as listed: -2	104	-4	104	-6	4	-1	103	-6	-4	-2
`CSCC[C@H](NC(=O)c1ccc(Cl)c(S(=O)(=O)N2CCCC2)c1)c1nc2ccccc2[nH]1` as listed: -2	98	0	102	-8	12	0	101	0	-1	0
`Cc1cc(N)n2ncc(-c3cccc(Br)c3)c2n1` as listed: -6	101	0	103	-10	5	2	102	-6	-7	-14
`Cc1ccc(N2CCN(C(=O)Nc3cccc([N+](=O)[O-])c3)CC2C)cc1` (stereo not drawn) as listed: -3	103	0	102	-34	9	0	103	-1	-1	-3
`CCOC(=O)N1CCN(c2c(NCCc3ccccc3)c(=O)c2=O)CC1` as listed: -5	99	3	98	-14	13	-1	98	-5	-2	-7

High-throughput results (PubChem)
